Compound activity as filed in PubChem BioAssay.
SW480 rereplic – A quantitative high throughput screen for small molecules that induce DNA re-replication in SW480 colon adenocarcinoma cells. hit rate 1.8% among 340,000. Potency, µM (highest dose often 46.1 µM), for the others: at the highest dose re-replication activation, most hits filed as activators. SW480 DNA re-replication, Hoechst DNA content imaging, 48 h; further: potency means the concentration at half of the fitted maximal effect; % of control where 0% means no effect; nearly all actives have a fitted effect of over 55% in size
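Compounds, transferred as 23 nL by pin tool, were incubated with cells for 48 hr; DNA content per nucleus was then quantified by Hoechst staining and fluorescence plate imaging.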
IL1B secr inh – qHTS for Inhibitors of Inflammasome Signaling: IL-1-beta AlphaLISA Primary Screen. THP-1 LPS/ATP IL-1B secretion, AlphaLISA, 16 h; hits give low values. activity change, % at 57.5 µM. hit rate 4.7% among 360,000. AID 743279, 2014; in the data active means activity change below about -50%; inconclusive means mostly about -30% to -49%; further: on the % scale 0 is the no-effect control and ±100 the full control effect
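Secreted IL-1B measured by AlphaLISA bead assay after 16 h compound exposure of THP-1 cells; compounds (final up to 57.5 uM) added 1 h before LPS (250 ng/mL) and ATP (1.25 mM) stimulation; lower signal means less secretion.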
HT1080-NT tox – qHTS for induction of synthetic lethality in tumor cells producing 2HG: qHTS for the HT-1080-NT fibrosarcoma cell line | HT-1080-NT fibrosarcoma viability, CellTiter-Glo ATP luminescence, 48 h | Potency, µM (top dose mostly 46.1 µM), for inactives: at the top dose activity, negative = less viability, usual class: cytotoxic | hit rate 1.6% among 360,000;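 further: NT is the 2HG producing partner of a matched IDH1 knockdown line; potency means the concentration at half of the fitted maximal effect; 0% = DMSO-treated cells and -100% = media-only wells without cells; nearly all actives have a fitted effect of over 55% in size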
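HT-1080-NT; 750 cells/well; 5% FBS RPMI; 48 h compound, 37 degrees C; CellTiter-Glo luminescence; curve fitting and curve-class assignment.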
ATXN2 expr inh – Primary qHTS for Inhibitors of ATXN expression; HEK-293 ATXN2-luciferase reporter, luminescence, 24 h; Potency, µM (titrated, usually from 57 µM), inactives show at the highest dose activity change, negative = inhibition, hits mostly inhibitors; hit rate 0.72% among 360,000; further: potency means the concentration at half of the fitted maximal effect; on the % scale 0 is the no-effect control and ±100 the full control effect; nearly all actives have a fitted effect of over 55% in size
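qHTS (up to 57 uM final) was run with 24 h compound exposure of reporter cells at 37 °C. Each well was multiplexed: SteadyGlo luminescence measured ATXN2-luciferase expression after a fluorogenic Gly-Phe-AFC viability readout (25 uM final).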
KB-V1 cytotox – qHTS assay for MDR1-selective chemotherapeutics: Primary screen using the drug-selected MDR subline cells KB-V1; KB-V1 MDR cells viability, CellTiter-Glo, 72 h; Potency, µM (titrated, usually from 46.1 µM), for inactives: top-dose activity change, negative = cytotoxicity, actives largely listed as cytotoxic; hit rate 3.4% among 400,000; AID 1347076, 2019; further: potency means the concentration at half of the fitted maximal effect; on the % scale 0 is the no-effect control and ±100 the full control effect; nearly all actives have a fitted effect of over 60% in size
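Compound-treated KB-V1 multidrug-resistant cells, 72 h, 37 degrees C; viability by CellTiter-Glo. Fitted qHTS curves give the values.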
WRN inhibitor – qHTS for Inhibitors of WRN Helicase. Potency, µM (series often up to 114 µM), without a hit: at the top dose activity change, negative = inhibition, actives largely listed as inhibitors. WRN helicase unwinding, fluorescent forked duplex, kinetic. Bifunctional 3'-5' exonuclease/ATP-dependent helicase WRN (Homo sapiens), Q14191. hit rate 0.46% among 360,000. AID 651768, 2012; further: potency means the concentration at half of the fitted maximal effect; on the % scale 0 is the no-effect control and ±100 the full control effect; nearly all actives have a fitted effect of over 55% in size
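WRN at 20 nM final preincubated with compound 15 min at room temperature; reaction started with 100 nM fluorophore/quencher forked duplex oligonucleotide and 2 mM ATP final. Unwinding followed kinetically by red fluorescence (ex 525, em 598 nm).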
KB-3-1 tox – qHTS assay for MDR1-selective chemotherapeutics: Primary screen using the parental adenocarcinoma cell KB-3-1 | KB-3-1 viability, CellTiter-Glo ATP luminescence, 72 h | Potency, µM (titrated, usually from 46.1 µM), without a hit: at the highest dose activity change, negative = cytotoxic, hits mostly cytotoxic | hit rate 1.4% among 400,000 | AID 1347075, 2019; further: potency means the concentration at half of the fitted maximal effect; on the % scale 0 is the no-effect control and ±100 the full control effect; nearly all actives have a fitted effect of over 60% in size
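Parental KB-3-1 viability, qHTS format: 72 h compound exposure, 37 °C; CellTiter-Glo; media-only wells and DMSO plates as controls; concentration-effect fits on corrected data.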
MCF10A rerep – A quantitative high throughput screen for small molecules that induce DNA re-replication in MCF 10a normal breast cells; MCF 10A DNA re-replication, Hoechst nuclear intensity, 48 h; Potency, µM (top dose mostly 46.1 µM), inactives show top-dose activity, positive = re-replication, actives largely listed as activators; hit rate 2.9% among 350,000; further: potency means the concentration at half of the fitted maximal effect; % of control where 0% means no effect; nearly all actives have a fitted effect of over 50% in size
HT1080 IDH1KD tx – qHTS for induction of synthetic lethality in tumor cells producing 2HG: qHTS for the HT-1080-IDH1KD cell line; HT-1080 IDH1 knockdown viability, ATP luminescence, 48 h; AID 686971, 2013; Potency, µM (top dose mostly 46.1 µM), for inactives: at the highest dose activity, negative = toxicity, usual class: cytotoxic; hit rate 2% among 360,000;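 further: potency means the concentration at half of the fitted maximal effect; 0% = DMSO wells and -100% = cell-free medium wells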
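After a 2 h attachment period, IDH1KD HT-1080 cells took pin-transferred compound for 48 h at 37 °C; ATP-based luminescence after 10 min room-temperature reagent incubation reported viability.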
* marks the source's active call; other numbers are inactive results; ? = inconclusive; · = not tested or not shown; & = joins results of further samples; [ ] = dose if it differs, or a comment. Unless noted, the call rests on the fitted dose curve; in most records, active means well fitted curve in the direction sought with a large enough effect; inconclusive means small, poorly fitted or top-dose-only effect, or another doubt; inactive means no such curve, though single readings can be large; an effect the other way counts as inactive or inconclusive.

#	Structure	HT1080-NT tox	KB-3-1 tox	SW480 rereplic	HT1080 IDH1KD tx	ATXN2 expr inh	KB-V1 cytotox	IL1B secr inh	WRN inhibitor	MCF10A rerep
1	CCOc1ccc(NC(=O)NCCN2CCN(c3ccccc3F)CC2)cc1	1%	-6%	9%	3%	1%	-25%	?	1%	4%
2	Nc1nc(N(Cc2ccccc2)Cc2ccccc2)nc(C(F)(F)F)n1	-55%	-27%	?	?	-1%	-15%	-7	-3%	?
3	CCCC(=O)N1CCN(c2ccc(NC(=O)C(C)(C)C)cc2)CC1	11%	-2%	-9%	10%	10%	0%	8	0%	6%
4	O=C(CSc1cccc[n+]1[O-])c1ccc(Cl)s1	?	-2%	?	?	11%	-18%	-8	16%	0%
5	CC1(C)NC(=O)N(CC(=O)OCC(=O)c2ccc(Cl)s2)C1=O	7%	16%	-2%	15%	9%	6%	10	-5%	-2%
6	CCOc1ccc2ncc(S(=O)(=O)c3ccccc3)c(N3CCN(c4ccccc4)CC3)c2c1	24%	-4%	-1%	21%	2%	-2%	15	-7%	10%
7	C/C(=N/NC(=O)c1ccc(C)s1)c1cccc(NC(=O)COc2ccc(Cl)cc2Cl)c1	9%	-14%	?	0%	0%	-12%	0	-26%[57.1 µM]	9.2µM*
8	CCCCNC(=O)CCSc1nc2nc(C)cc(C)n2n1	-2%[9.24 µM]	5%	-1%	-16%	-3%	-3%	-1	-5%	5%
9	Cc1cc(C)c(-c2cc(C(=O)Nc3c(C)n(C)n(-c4ccccc4)c3=O)[nH]n2)c(O)c1	4%	19%	-1%	4%	6%	0%	-4	1%	0%
10	CCc1ccccc1N/C(=N\S(=O)(=O)c1ccccc1)C(F)(F)F	14%	-5%	8%	14%	-14%	-10%	4	-15%	0%
11	CCCS(=O)(=O)NC(=O)C1(C)CCN(C(=O)c2c(C)noc2C)C1 (centres undefined)	30%	0%	·	10%	3%	3%	0	3%	·
12	CN(C)S(=O)(=O)c1ccc(Cl)c(C(=O)NCC2CCCCC2)c1	-3%	-1%	-18%	-4%	5%	-1%	33	1%[57.1 µM]	-5%
13	CC(C)c1ccc(NC(=O)c2cc(S(=O)(=O)N3CCCC3)c[nH]2)cc1	6%	-22%	4%	-5%	-20%	?	-4	-14%	28%
14	O=C(NCC1CCCN(Cc2ccc3c(c2)OCCO3)C1)c1ccc2c(c1)OCO2 (centres undefined)	-3%	5%	0%	0%	-13%	?	-12	14%	2%
15	O=C(O)c1ccccn1	2%	0%	-31%&4%[inhibitor]	2%	0%&-9%	21%	10	3%	?
16	Cn1nnnc1SCC(=O)N1CCN(S(=O)(=O)c2ccc(Cl)cc2)CC1	11%	15%	12%	5%	4%	3%	29	-2%	-14%
17	COC(=O)CNC(=O)CSc1nc2sccc2c(=O)n1-c1ccccc1	-20%	-10%	-4%	-9%	-4%	0%	1	-16%	3%
18	Cc1cc(=O)oc2cc(NC(=O)Cc3ccccc3[N+](=O)[O-])ccc12	11%	-1%	-8%	10%	·	23%	-5	5%	-11%
19	CCc1noc(C)c1C(=O)N(C)CC(=O)Nc1ccc(Cl)c(Cl)c1	-8%	28%	1%	-23%	-12%	?	-2	3%	0%
20	CC1Nc2nc(N(C)C)[nH]c(=O)c2NC1C (centres undefined)	19%	-2%	-2%	19%	-2%	-1%	31	-34%	4%
21	CCOc1ccccc1N1CC(C(=O)Nc2ccc(S(=O)(=O)N3CCCCC3)cc2)CC1=O (centres undefined)	13%	-8%	12%	15%	-12%	0%	2	-34%	?
22	CCN(CC)CCCNc1ccc2ncn3c4ccc(O)cc4c(=O)c1c23	-24%	23µM*	7.3µM*	?	?	?	-93*	25µM*	?
23	COc1cc2c(cc1OC)C(NC(=O)C(F)(F)F)C/C2=N\O (centres undefined)	8%	5%	1%	1%	4%	?	-10	7%	1%
24	CCO[C@@H]1c2c(ccc3ccc(=O)oc23)OC(C)(C)[C@H]1O	-1%	16%	-2%	9%	8%	9%	0	-8%	-28%
25	N#Cc1ccc(-c2cccnc2)nc1SCC(N)=O	17%	1%	-9%	20%	2%	-22%	-3	7%	-5%
26	COc1ccccc1NC(=O)/C(N=Nc1ccc(C)c(S(=O)(=O)Nc2ccccc2Cl)c1)=C(\C)O	2%	-5%	-5%	3%	4%	-5%	8	-4%	2%
27	Cn1c(SCC(=O)c2ccc3c(c2)Cc2ccccc2-3)nnc1-c1cccc(N)c1	4%	2%	2%	6%	-5%	16µM*	-5	0%	18%
28	Cn1ncc([N+](=O)[O-])c1C(=O)Nc1ccccc1C#N	-7%	0%	·	-20%	·	?	6	-4%	·
29	CCCCc1nc(SCC(=O)Nc2nnc(CCCC)s2)n[nH]1	12%	1%	2%	5%	·	3%	18	6%	3%
30	O=C(CCSCc1ccc(Cl)cc1)NCc1cccs1	13%	1%	2%	21%	-11%	9%	1	-10%	-1%

Part of the list above, with one line to a screen:
(19) CCc1noc(C)c1C(=O)N(C)CC(=O)Nc1ccc(Cl)c(Cl)c1
(20) CC1Nc2nc(N(C)C)[nH]c(=O)c2NC1C (centres undefined)
(21) CCOc1ccccc1N1CC(C(=O)Nc2ccc(S(=O)(=O)N3CCCCC3)cc2)CC1=O (centres undefined)
(22) CCN(CC)CCCNc1ccc2ncn3c4ccc(O)cc4c(=O)c1c23
(23) COc1cc2c(cc1OC)C(NC(=O)C(F)(F)F)C/C2=N\O (centres undefined)

| entry no. | 19 | 20 | 21 | 22 | 23 |
| --- | --- | --- | --- | --- | --- |
| HT1080-NT tox | -8% | 19% | 13% | -24% | 8% |
| KB-3-1 tox | 28% | -2% | -8% | 23µM* | 5% |
| SW480 rereplic | 1% | -2% | 12% | 7.3µM* | 1% |
| HT1080 IDH1KD tx | -23% | 19% | 15% | ? | 1% |
| ATXN2 expr inh | -12% | -2% | -12% | ? | 4% |
| KB-V1 cytotox | ? | -1% | 0% | ? | ? |
| IL1B secr inh | -2 | 31 | 2 | -93* | -10 |
| WRN inhibitor | 3% | -34% | -34% | 25µM* | 7% |
| MCF10A rerep | 0% | 4% | ? | ? | 1% |

Later entries.
#	Structure	HT1080-NT tox	KB-3-1 tox	SW480 rereplic	HT1080 IDH1KD tx	ATXN2 expr inh	KB-V1 cytotox	IL1B secr inh	WRN inhibitor	MCF10A rerep
31	O=C(Nc1ccccc1N1CCOCC1)c1cc2c(s1)CCCCC2	10%	-25%	5%	-8%	14%	?	-14	-1%	?
32	CC(OC(=O)c1ccco1)C(=O)NC1CCCC1 (centres undefined)	1%	1%	-5%	1%	7%	5%	16	9%	-3%
33	O=C(N/N=C/c1cccs1)c1ccc2ncccc2c1	-5%	12%	1%	-21%	25%	0%	-21	-5%	0%
34	CCOC(=O)C1(C)CCN1C(=O)c1ccccc1Br (centres undefined)	25%	0%	·	20%	0%	-6%	101	7%	·
35	N/C(=N\OC(=O)C12CC3CC(CC(C3)C1)C2)c1ccncc1	-4%	30%	-8%	-16%	34%	0%	28	-1%	?
36	O=C(NC1CCCCC1)C(c1ccccn1)N(C(=O)c1csnn1)C1CC1 (centres undefined)	1%	12%	-2%	-21%	-30%[11.3 µM]	18%	37	-24%	1%
37	COc1ccc(-n2c(C)cc(/C=C3\C(=N)N4N=C(CC(=O)N5CCOCC5)SC4=NC3=O)c2C)c(OC)c1	-17%	-11%	18%	?	·	28%	8	-23%	?
38	O=C(NN1CC(C(=O)OCc2ccc(Br)cc2)CC1=O)c1ccccc1 (centres undefined)	-13%	20%	-21%	1%	-10%	10%	8	1%	1%
39	CCOc1ccc2c(=O)c(Oc3ccccc3OCC)coc2c1	-2%	3%	15%	-4%	24%	0%	-8	5%	9%
40	S=c1[nH]nc(Cc2ccccc2)n1-c1ccccc1	0%	1%	-3%	0%	-3%	11%	-28	6%	15%
41	CCOC(=O)N1CCC(NC(=O)c2cc3c(C)nc4ccccc4c3o2)CC1	11%	-8%	-9%	-7%	-11%	?	-1	2%	-2%
42	CCOc1ccc(CN2CCN(Cc3cc4ccccc4[nH]3)CC2CCO)cc1 (centres undefined)	-2%	?	?	-14%	-28%	2%	-6	-7%	23µM*

Excerpt, nos. 1–2
#	Structure	HT1080-NT tox	KB-3-1 tox	SW480 rereplic	HT1080 IDH1KD tx	ATXN2 expr inh	KB-V1 cytotox	IL1B secr inh	WRN inhibitor	MCF10A rerep
1	CCOc1ccc(NC(=O)NCCN2CCN(c3ccccc3F)CC2)cc1	1%	-6%	9%	3%	1%	-25%	?	1%	4%
2	Nc1nc(N(Cc2ccccc2)Cc2ccccc2)nc(C(F)(F)F)n1	-55%	-27%	?	?	-1%	-15%	-7	-3%	?
